Assay outcomes (PubChem BioAssay)
Rin1-Abl PPI inh: inhibitors of Rin1-Abl protein binding, primary screen, biochemical, TR-FRET. Tyrosine-protein kinase ABL1 (Homo sapiens) + Ras and Rab interactor 1 (Homo sapiens), …. inhibition, % at 7.35 µM. actives 0.4% (n = 360,000). AID 588664, 2011; in the data active means inhibition above about 5%, passing the limit was not always enough
NadD inh: inhibitors of S. aureus NadD, primary screen, biochemical, colorimetric, uHTS | purified NadD enzyme, colorimetric absorbance read-out | Nicotinate-nucleotide adenylyltransferase NadD (Staphylococcus aureus N315) | AID 602399, 2012 | actives 0.78% (n = 360,000) | inhibition, % at 20 µM; in the data active means inhibition above about 26%; further: some compounds past the cut are filed as inactive
SUMO1 PPI mod: modulators of SUMO1 protein-protein interactions, primary screen, biochemical, uHTS. actives 0.33% (n = 360,000). inhibition, % at 20 µM. SUMO1 binding to a labelled peptide, TR-FRET, 1 h; in the data active means inhibition above about 37%
Target sequence (P63165 whole entry, looked up): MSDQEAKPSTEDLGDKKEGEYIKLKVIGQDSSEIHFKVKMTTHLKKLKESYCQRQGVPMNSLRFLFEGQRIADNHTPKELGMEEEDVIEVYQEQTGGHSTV
Scp1 inh: Scp-1 phosphatase inhibitors, primary screen, biochemical, colorimetric, uHTS. Carboxy-terminal domain RNA polymerase II polypeptide A small phosphatase 1 (Homo …. Recombinant Scp1, phosphopeptide, malachite green phosphate absorbance. inhibition, % at 20 µM. actives 0.88% (n = 340,000). AID 493091, 2011;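 active means inhibition above about 50% at 20 µM, limit read from the data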;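 further: plate controls were DMSO wells with enzyme for no effect and wells lacking enzyme for full effect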
Target sequence (Q9GZU7 76-261 limits assumed): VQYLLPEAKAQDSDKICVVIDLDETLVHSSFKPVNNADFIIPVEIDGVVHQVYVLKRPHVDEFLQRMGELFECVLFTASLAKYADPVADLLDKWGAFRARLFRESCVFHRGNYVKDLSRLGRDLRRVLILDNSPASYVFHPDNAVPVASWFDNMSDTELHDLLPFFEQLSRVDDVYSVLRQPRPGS
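Material – SCP-1 phosphatase catalytic domain, residues 76-261 · Buffer or medium – Acidic Tris acetate buffer with magnesium and detergent · Also added – Phospho 17-mer peptide substrate · Compound – single 20 µM dose, 1% DMSO · Times – 45 min room-temperature reaction, 5 min colour, 30 min stabiliser · Technique – Phosphate-binding colour reagent, absorbance read at 630 nm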
Neddylation inh: inhibitors of cullin neddylation, primary screen, biochemical, TR-FRET, uHTS, NAE and Ubc12; NEDD8-conjugating enzyme Ubc12 (Homo sapiens) + NEDD8-activating enzyme E1 regulatory …; calls only at 25 µM; actives 0.58% (n = 360,000); AID 651699, 2012; in the data active means inhibition above about 36%
LMPTP inh: LMPTP phosphatase inhibitors, primary screen, biochemical, fluorescence intensity, uHTS | Low molecular weight phosphotyrosine protein phosphatase (Homo sapiens), P24666 | recombinant LMPTP-A, OMFP fluorogenic substrate | inhibition, % at 20 µM | actives 0.22% (n = 360,000);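 active means compounds that cut the enzyme signal by at least half of the control window in the single-dose screen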;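 further: plate controls were DMSO wells with enzyme plus substrate for no effect and substrate without enzyme for full effect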
Target sequence (P24666 whole entry, looked up): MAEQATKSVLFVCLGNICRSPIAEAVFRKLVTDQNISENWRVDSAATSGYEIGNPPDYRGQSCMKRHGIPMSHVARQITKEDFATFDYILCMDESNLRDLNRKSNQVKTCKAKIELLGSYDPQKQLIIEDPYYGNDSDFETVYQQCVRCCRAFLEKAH
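Test system – LMPTP-A enzyme · Amount – LMPTP-A at 0.625 nM final in the reaction · Buffer or medium – Bis-Tris pH 6.0, DTT, detergent · Reagent – OMFP 400 µM · Doses – single 20 µM dose · Schedule – reaction 50 min, room temperature, dark · Detection – fluorescence intensity of OMFP turnover product · Evaluation – percent inhibition versus substrate-only and uninhibited controls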
CSN inh: inhibitors of CSN-mediated cullin deneddylation, primary screen, biochemical, fluorescence polarization, uHTS | COP9 signalosome complex subunit 5 (Homo sapiens), Q92905 | Purified CSN, SCF-Nedd8-OG deneddylation | inhibition, % at 12.5 µM | actives 0.38% (n = 360,000) | AID 651999, 2013;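 active means pattern-corrected inhibition above about 35%, with an unprinted fluorescence ratio check between 0.5 and 1.5, limit read from the data, passing the limit was not always enough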;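 further: 0% = enzyme with substrate and 100% = substrate without enzyme; some results filed as inactive read as strong as hits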
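Material: purified human Csn5 enzyme expressed in HEK293T cells / Medium: Tris buffer pH 7.5, NaCl, DTT, Tween-20, trehalose, ovalbumin / Compound dosing: 12.5 µM single point / Schedule: 90 min incubation of compound, enzyme and substrate at room temperature / Signal: fluorescence polarization of the substrate / Control set: no-enzyme wells high, enzyme-with-substrate wells low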
STEP inh: STEP phosphatase inhibitors, primary screen, biochemical, fluorescence intensity, uHTS. actives 0.25% (n = 360,000). recombinant STEP, OMFP fluorogenic substrate. inhibition, % at 20 µM. AID 588621, 2011;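 active means inhibition at 20 µM, scaled per plate between control wells, above about 37%, limit read from the data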;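 further: 0% = DMSO with enzyme and substrate and 100% = substrate only without enzyme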
Target sequence (P54829 whole entry, looked up): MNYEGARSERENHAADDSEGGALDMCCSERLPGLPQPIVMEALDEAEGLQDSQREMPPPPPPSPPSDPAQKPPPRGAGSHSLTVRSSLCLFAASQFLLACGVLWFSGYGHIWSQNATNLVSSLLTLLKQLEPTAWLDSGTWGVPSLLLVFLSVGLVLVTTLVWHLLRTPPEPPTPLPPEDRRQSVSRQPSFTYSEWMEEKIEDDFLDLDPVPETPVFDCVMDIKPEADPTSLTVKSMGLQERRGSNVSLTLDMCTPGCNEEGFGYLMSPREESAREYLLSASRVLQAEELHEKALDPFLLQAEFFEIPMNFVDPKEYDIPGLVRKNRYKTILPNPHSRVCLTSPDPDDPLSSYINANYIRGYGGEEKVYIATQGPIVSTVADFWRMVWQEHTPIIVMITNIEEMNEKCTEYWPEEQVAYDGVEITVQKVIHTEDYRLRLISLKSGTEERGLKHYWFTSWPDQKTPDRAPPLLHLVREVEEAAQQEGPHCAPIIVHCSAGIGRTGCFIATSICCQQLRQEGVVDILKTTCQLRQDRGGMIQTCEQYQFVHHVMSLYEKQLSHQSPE
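Measure: Control-normalized % inhibition with plate pattern correction | Test system: STEP phosphatase, cell-free reaction | Medium: pH 6.0 Bis-Tris with DTT and Tween 20 | Technique: Fluorescence, 480/540 nm | Times: Reaction 20 min, ambient temperature | Doses: Single compound dose of 20 µM, 1% DMSO final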
DNMT1 inh: human DNMT1 methyltransferase inhibitors, primary screen, biochemical, molecular beacon, fluorescence, HinP1I cleavage, uHTS; DNA (cytosine-5)-methyltransferase 1 (Homo sapiens), P26358; inhibition (reported as % activation of signal), % at 10 µM; AID 588458, 2011; actives 0.83% (n = 360,000); in the data active means inhibition above about 50%
Rpn11 block: Rpn11 (PSMD14) deubiquitinase inhibitors, primary screen, biochemical, fluorescence polarization, uHTS; 26S proteasome non-ATPase regulatory subunit 14 (Homo sapiens), O00487; human 26S proteasome, Ub4-pepOG fluorescence polarization; 20S core pre-blocked with epoxomicin; calls only at 20 µM; actives 0.59% (n = 360,000);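 active means inhibition at 20 µM, scaled to each plate's controls, above about 33%, limit read from the data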
Starred values were filed as active, the others as inactive; & = joins results of further samples.

COc1ccc(-c2nc3c(s2)CN(S(C)(=O)=O)CC3)cc1OC was read as Rin1-Abl PPI inh -1.6, NadD inh -8.8, SUMO1 PPI mod -16.2, Scp1 inh -15.4, LMPTP inh -2.8, CSN inh -0.7, STEP inh -2.8, DNMT1 inh -1.3 and Rpn11 block inactive.
Screening Cc1nnc(-c2ccccc2)c(=O)n1/N=C/c1c(O)ccc2ccccc12 returned Rin1-Abl PPI inh -2.0, NadD inh 3.3, SUMO1 PPI mod -11.9, Scp1 inh 0.6, Neddylation inh inactive, LMPTP inh -1.0, CSN inh 50.1*, STEP inh 0.5 and DNMT1 inh -1.3.
For CC(=O)O/N=C(/c1nonc1N)N1CCN(c2ccc([N+](=O)[O-])cc2Cl)CC1 the results were Rin1-Abl PPI inh -0.2, NadD inh 3.2, SUMO1 PPI mod -7.6, Scp1 inh 1.4, Neddylation inh inactive, LMPTP inh 0.1, CSN inh 3.3, STEP inh -2.5, DNMT1 inh -2.5 and Rpn11 block inactive.
For COc1ccc2oc(C(=O)OCC(=O)N3CCCC(C)C3)c(C)c2c1 (configuration not stated) the results were Rin1-Abl PPI inh -1.2, NadD inh -5.0, SUMO1 PPI mod 2.3, Scp1 inh -1.9, LMPTP inh -0.2, CSN inh 0.9, STEP inh -2.8, DNMT1 inh 2.0 and Rpn11 block inactive.
`CCC(C)[C@H]1CNC(=O)C(=O)N1CC1CCCCC1` (some centres not stated) gave NadD inh 15.9, SUMO1 PPI mod 46.6*, Neddylation inh inactive, LMPTP inh 6.1 and CSN inh -8.7.
O=C(CCNS(=O)(=O)c1ccccc1Cl)N1CCN(c2ccccn2)CC1 was read as Rin1-Abl PPI inh 1.2, NadD inh 5.9, SUMO1 PPI mod -4.0, Scp1 inh -3.9, Neddylation inh inactive, LMPTP inh -0.7, CSN inh -1.0, STEP inh -2.7, DNMT1 inh 1.6 and Rpn11 block inactive.
CCn1c(CSc2nnc(-c3ccncc3)n2CCOC)nc2cc(C(=O)O)ccc21 was read as Rin1-Abl PPI inh -0.1, NadD inh -2.5, SUMO1 PPI mod -2.2, Scp1 inh -1.1, Neddylation inh inactive, LMPTP inh 0.1, CSN inh 0.1, STEP inh 1.5, DNMT1 inh 0.9 and Rpn11 block inactive.
C(=N\Nc1ncnc2ccccc12)/c1ccccc1 was read as Rin1-Abl PPI inh -0.4, NadD inh -1.8, SUMO1 PPI mod -12.7, Scp1 inh -7.2, Neddylation inh inactive, LMPTP inh 0.6, CSN inh -0.2, STEP inh -4.1, DNMT1 inh 0.7 and Rpn11 block inactive.
`Cc1n[nH]c(=O)nc1N/N=C/c1ccco1` gave Rin1-Abl PPI inh 0.4, NadD inh -1.5, SUMO1 PPI mod -7.1, Scp1 inh -3.2, Neddylation inh inactive, LMPTP inh -1.1, CSN inh -1.9, STEP inh -1.5, DNMT1 inh -0.4 and Rpn11 block inactive.
COc1ccc(/C=N/c2nc3ccccc3n2CCN2CCCCC2)cc1OC was read as Rin1-Abl PPI inh 1.9, NadD inh 2.4, SUMO1 PPI mod 4.4, Scp1 inh -2.7, Neddylation inh inactive, LMPTP inh 7.0, CSN inh 5.2, STEP inh 6.4, DNMT1 inh -3.3 and Rpn11 block inactive.
Screening CCOC(=O)CC(=O)NC(C)(C)CCCCC(C)(C)NC(=O)CC(=O)OCC returned Rin1-Abl PPI inh -4.9, NadD inh 0.0, SUMO1 PPI mod -5.6, Scp1 inh -9.8, Neddylation inh inactive, LMPTP inh 0.5, CSN inh -0.1, STEP inh -1.6, DNMT1 inh 0.4 and Rpn11 block inactive.
`Cc1cc(OCC(=O)NCC(O)c2ccccc2)c2c(C)cc(=O)oc2c1` (configuration not stated) gave Rin1-Abl PPI inh 3.0, NadD inh -6.9, SUMO1 PPI mod -1.4, Scp1 inh -8.6, LMPTP inh -1.1, CSN inh -0.3, STEP inh -1.8, DNMT1 inh 2.3 and Rpn11 block inactive.
O=C1NCC(NC(=O)C(F)(F)F)c2cc3c(cc21)OCO3 (configuration not stated) was read as Rin1-Abl PPI inh 0.4, NadD inh 1.0, SUMO1 PPI mod 2.8, Scp1 inh 4.1, Neddylation inh inactive, LMPTP inh -0.8, CSN inh -1.3, STEP inh -2.2, DNMT1 inh 9.5 and Rpn11 block inactive.
CCCc1[nH]nc2c1C(c1c(C)nn(-c3ccccc3)c1Cl)C(C#N)=C(N)O2 (configuration not stated) was read as Rin1-Abl PPI inh 3.5, NadD inh -1.1, SUMO1 PPI mod -0.5, Scp1 inh 0.5, Neddylation inh inactive, LMPTP inh -1.6, CSN inh 0.6, STEP inh -2.8, DNMT1 inh -3.3 and Rpn11 block inactive.
Screening Cc1ccc(C2=NNC(C(O)C(O)C(O)C(C)O)S2)cc1 (configuration not stated) returned Rin1-Abl PPI inh -3.1, NadD inh 0.8, SUMO1 PPI mod 0.9, Scp1 inh -4.7, Neddylation inh inactive, LMPTP inh -0.6, CSN inh 2.0, STEP inh 2.4, DNMT1 inh -1.5 and Rpn11 block inactive.
CC(C)NC(=O)COC(=O)c1ccccc1C(=O)c1ccccc1 was read as Rin1-Abl PPI inh 1.2, NadD inh -10.2, SUMO1 PPI mod 12.6, Scp1 inh -0.7, Neddylation inh inactive, LMPTP inh 0.7, CSN inh -3.8, STEP inh 2.3, DNMT1 inh 0.9 and Rpn11 block inactive.
Screening CC1Cc2ccccc2N1c1ncnc2c1nnn2Cc1ccccc1Cl (configuration not stated) returned Rin1-Abl PPI inh -1.4, NadD inh 3.4, SUMO1 PPI mod 0.1, Scp1 inh -9.6, Neddylation inh inactive, LMPTP inh 3.6, CSN inh 6.0, STEP inh 2.0, DNMT1 inh -1.9 and Rpn11 block inactive.
Screening C=CCN=c1scc(C)n1/N=C/c1ccc(O)c(O)c1 returned Rin1-Abl PPI inh 0.6, NadD inh -8.1, SUMO1 PPI mod -7.4, Scp1 inh 7.4, Neddylation inh inactive, LMPTP inh 2.4, CSN inh 0.1, STEP inh 1.7, DNMT1 inh -0.1 and Rpn11 block inactive.
Cc1nnc(SCC(=O)NCc2ccco2)n1-c1ccc(F)cc1 was read as Rin1-Abl PPI inh -2.1, NadD inh 2.6, SUMO1 PPI mod -3.6, Scp1 inh -3.1, Neddylation inh inactive, LMPTP inh -0.2, CSN inh 0.3, STEP inh 1.3, DNMT1 inh 0.0 and Rpn11 block inactive.
`CN1/C(=C/C=C(C#N)C#N)C=Cc2ccccc21` gave Rin1-Abl PPI inh -6.3, NadD inh -2.5, SUMO1 PPI mod 57.4*, Scp1 inh -16.3, Neddylation inh inactive, LMPTP inh 15.8, CSN inh 72.2, STEP inh -0.2 and DNMT1 inh -1.5.
For CCc1nc2c(OCc3ccc(OC)cc3)cccn2c1N(C)C(=O)c1ccc(OC)cc1 the results were Rin1-Abl PPI inh 1.1, NadD inh 5.0, SUMO1 PPI mod 7.0, Neddylation inh inactive, LMPTP inh 0.3, CSN inh 1.6, STEP inh 2.8, DNMT1 inh -5.8 and Rpn11 block inactive.
Screening CC(CCc1ccccc1)NC(=O)CNC(=S)N(Cc1cccs1)C1CCCC1 (configuration not stated) returned Rin1-Abl PPI inh -1.0, NadD inh -9.6, SUMO1 PPI mod 1.5, Scp1 inh 0.6, Neddylation inh inactive, LMPTP inh 1.1, CSN inh 1.3, STEP inh 4.5, DNMT1 inh 3.0 and Rpn11 block inactive.
Screening CCN1/C(=N\N)c2cccc3cccc1c23 returned Rin1-Abl PPI inh 2.0, NadD inh 0.4, SUMO1 PPI mod 1.4, Scp1 inh -9.4, Neddylation inh inactive, LMPTP inh 2.8, CSN inh 51.4*, STEP inh -0.7 and DNMT1 inh -16.4.
For C[C@]12CCC(=O)C[C@@H]1CC[C@@H]1[C@@H]2CC[C@]2(C)[C@@H](C(=O)COC(=O)CCC(=O)O)CC[C@@H]12 the results were Rin1-Abl PPI inh -1.4&0.4, NadD inh -2.5&-3.6, SUMO1 PPI mod 26.1&-2.1, Scp1 inh 4.5&-4.5, Neddylation inh inactive, LMPTP inh 0.7&-0.9, CSN inh 1.4&3.4, STEP inh 2.8&-0.4, DNMT1 inh -0.1&-2.3 and Rpn11 block inactive.
`O=c1ccn([C@@H]2O[C@H](CNS(=O)(=O)C3CC3)[C@@H](O)[C@H]2O)c(=O)[nH]1` gave Rin1-Abl PPI inh -2.2, NadD inh 0.4, SUMO1 PPI mod -1.2, Scp1 inh -10.9, Neddylation inh inactive, LMPTP inh -0.9, CSN inh 2.3, STEP inh 2.2, DNMT1 inh 1.9 and Rpn11 block inactive.
For Oc1ccc(Cl)cc1C=Nc1ccc(Br)cc1 the results were Rin1-Abl PPI inh 1.3, NadD inh 7.1, SUMO1 PPI mod -1.9, Scp1 inh -6.0, Neddylation inh inactive, LMPTP inh 0.4, CSN inh -0.9, STEP inh 6.8, DNMT1 inh -0.4 and Rpn11 block inactive.
`O=C(CCN1CCN(c2ccccc2)CC1)N/N=C/c1ccccc1O` gave Rin1-Abl PPI inh -0.1, NadD inh -8.7, SUMO1 PPI mod -2.4, Scp1 inh -10.4, Neddylation inh active, LMPTP inh -0.9, CSN inh 3.2, STEP inh 1.8, DNMT1 inh -0.5 and Rpn11 block inactive.
For CC1(C(=O)Nc2cccc3cccnc23)CCN1Cc1cccc2c1OCO2 (configuration not stated) the results were Rin1-Abl PPI inh -0.7, NadD inh -2.9, SUMO1 PPI mod 2.9, Neddylation inh inactive, LMPTP inh 1.9, CSN inh 1.8, STEP inh -2.0, DNMT1 inh 0.8 and Rpn11 block inactive.
